Compound activity deposited in PubChem by National Center for Advancing Translational Sciences (NCATS).
AmpC inh no detg – inhibitors of E. coli AmpC beta-lactamase without detergent; P00811; AmpC nitrocefin hydrolysis, absorbance 480 nm, 0.0001% Triton; Potency, µM (series often up to 57.1 µM), inactives show top-dose activity change, negative = inhibition, actives largely listed as inhibitors; hit rate 0.52% among 330,000;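 note: potency is the fitted concentration of half-maximal effect; plate controls were no compound for no effect and no enzyme for full effect; nearly all actives have a fitted effect of over 20% in size; some results filed as inactive show a strong effect at the top dose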
Target sequence (P00811 whole entry, looked up): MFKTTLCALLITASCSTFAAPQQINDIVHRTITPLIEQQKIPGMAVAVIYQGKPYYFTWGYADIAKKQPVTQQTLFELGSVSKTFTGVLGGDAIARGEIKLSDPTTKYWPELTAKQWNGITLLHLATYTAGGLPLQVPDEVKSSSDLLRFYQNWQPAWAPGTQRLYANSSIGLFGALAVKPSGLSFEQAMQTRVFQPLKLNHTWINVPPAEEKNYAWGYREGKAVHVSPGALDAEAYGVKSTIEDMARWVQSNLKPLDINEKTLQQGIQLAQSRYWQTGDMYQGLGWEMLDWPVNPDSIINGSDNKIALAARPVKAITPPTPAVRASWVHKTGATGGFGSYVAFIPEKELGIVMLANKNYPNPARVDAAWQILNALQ
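20 mM phosphate pH 7.0 + 0.01% (detergent screen) or 0.0001% Triton X-100; 5.3 nM AmpC reagent; cpd preinc 15 min RT; nitrocefin (800 uM stock) to start; A480 q20 s × 4 min; Activity was normalised to no-enzyme and no-compound control wells.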
HCMV antiviral – human cytomegalovirus inhibition | HFF cells, HCMV-luciferase reporter, 72 h; active compounds read low | activity change, negative = inhibition, % at 57.5 µM | hit rate 4.5% among 410,000 | AID 1259415; in the data active = activity change below about -60%; inconclusive = no clear call, values can overlap the other calls; inactive = above about -39%
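Two compound doses tested in HFFs infected with HCMV-luciferase, MOI 1 PFU/cell, 72 h at 37C. Lysate luminescence read with OneGlo; data normalized against buffer-only and 10uM Salinomycin inhibitor controls.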
AmpC inh detg – AmpC beta-lactamase inhibition with detergent present; AID 485294; hit rate 0.041% among 370,000; AmpC hydrolysis of nitrocefin, absorbance 480 nm, 0.01% Triton; Potency, µM (titrated, usually from 114 µM), without a hit: at the highest dose activity change, negative = inhibition, most hits filed as inhibitors;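 note: potency is the fitted concentration of half-maximal effect; 0% = no-compound wells and -100% = no-enzyme wells; nearly all actives have a fitted effect of over 25% in size; some results filed as inactive show a strong effect at the top dose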
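20 mM phosphate pH 7.0 + 0.01% (detergent screen) or 0.0001% Triton X-100; 5.3 nM AmpC reagent; cpd preinc 15 min RT; nitrocefin (800 uM stock) to start; A480 q20 s × 4 min; Activity was normalised to no-enzyme and no-compound control wells.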
FBPA Giardia inh – Giardia lamblia aldolase inhibition | A8B2U2 | purified Giardia FBPA | Potency, µM (highest dose often 59.6 µM), for the others: top-dose activity, negative = inhibition, most hits filed as inhibitors | hit rate 0.71% among 290,000; note: potency is the fitted concentration of half-maximal effect; nearly all actives have a fitted effect of over 55% in size
Target sequence (A8B2U2 whole entry, looked up): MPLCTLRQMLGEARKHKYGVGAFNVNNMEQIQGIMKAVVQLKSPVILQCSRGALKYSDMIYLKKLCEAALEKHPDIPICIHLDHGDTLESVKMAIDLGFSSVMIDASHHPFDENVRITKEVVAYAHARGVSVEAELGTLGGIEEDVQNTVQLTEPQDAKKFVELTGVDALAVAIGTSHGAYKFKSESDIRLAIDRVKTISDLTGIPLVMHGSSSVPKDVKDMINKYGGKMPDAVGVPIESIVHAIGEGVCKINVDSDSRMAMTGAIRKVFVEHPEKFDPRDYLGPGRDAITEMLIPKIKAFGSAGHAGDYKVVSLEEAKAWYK
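40 nM FBPA preincubated 10 min at RT with compound (up to 57.5 uM final), then substrate plus GAPDH/TPI/NAD/arsenate coupling and diaphorase/resazurin added. Fluorescence read after 20 min at RT, 525/598 nm.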
AMA1 RON2 block – AMA1-RON2 (P. falciparum) interaction inhibition; AlphaScreen AMA1-biotinylated RON2 peptide binding; AID 720542; Potency, µM (series often up to 58.2 µM), without a hit: top-dose activity change, negative = inhibition, hits mostly inhibitors; hit rate 0.2% among 360,000;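 note: potency is the fitted concentration of half-maximal effect; 0% = vehicle wells and -100% = peptide control; nearly all actives have a fitted effect of over 45% in size; some results filed as inactive show a strong effect at the top dose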
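AMA1 (3D7) with his tag at 25 nM final met compounds first, then biotinylated RON2 peptide at 25 nM; detection used donor plus acceptor beads, 10 µg/mL apiece, read by AlphaScreen after 30 min at room temperature.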
Sm TGR block – S. mansoni TGR enzyme inhibition; purified TGR, DTNB reduction, TNB absorbance 405 nm; hit rate 3% among 360,000; Potency, µM (series often up to 114 µM), for inactives: top-dose activity change, negative = inhibition, actives largely listed as inhibitors; note: potency is the fitted concentration of half-maximal effect; nearly all actives have a fitted effect of over 60% in size
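TGR 20 nM + NADPH 100 uM (dispensed conc.), cpd preinc 15 min RT; start with NADPH (500 uM addition) then DTNB (15 mM addition). Kinetic TNB absorbance, 405 nm filter. Four-parameter Hill fit across titration.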
Starred values were filed as active, the others as inactive; & = joins results of further samples; [ ] = remark or other dose. Unless noted, calls come from the whole dose curve; as a rule, active = well fitted curve in the direction sought with a large enough effect; inconclusive = small, poorly fitted or top-dose-only effect, or another doubt; inactive = no such curve, though single readings can be large; an effect the other way counts as inactive or inconclusive. Unless noted, % is set by controls: 0 for no effect and ±100 for the full control effect.

What do the screens show for `Cc1c(NC(=O)c2cccnc2Cl)c(=O)n(-c2ccccc2)n1C`?
AmpC inh no detg: 6%; AmpC inh detg: -3%; FBPA Giardia inh: -8%; AMA1 RON2 block: 0%; Sm TGR block: -8%

What do the screens show for `O=C(NC1CCCc2ccccc21)c1ccc(S(=O)(=O)N2CCOCC2)cc1` (stereo not drawn)?
AmpC inh no detg: 0%; HCMV antiviral: 13; AmpC inh detg: inconclusive; FBPA Giardia inh: 0%; AMA1 RON2 block: -2%; Sm TGR block: 2%

How did C[C@@H]1NC(=O)c2cc([N+](=O)[O-])cc(I)c2OCC[C@@H](C(N)=O)NC(=O)[C@H](CCC(=O)O)NC1=O do in these assays?
AmpC inh no detg: 237%[activator]; AmpC inh detg: inconclusive; FBPA Giardia inh: 15%; Sm TGR block: -18%

Results for FC(F)(F)c1cc(-c2ccccc2)nc(N2CCCCCC2)n1 ?
AmpC inh no detg: -19%; HCMV antiviral: -21; AmpC inh detg: inconclusive; FBPA Giardia inh: 2%; AMA1 RON2 block: 69%[activator]; Sm TGR block: -25%

How did O=C(CN(c1cccc(C(F)(F)F)c1)S(=O)(=O)c1ccc(Cl)c([N+](=O)[O-])c1)NCc1ccc(F)cc1 do in these assays?
AmpC inh no detg: -34%; HCMV antiviral: 60; AmpC inh detg: inconclusive; FBPA Giardia inh: -4%; AMA1 RON2 block: -4%[11.6 µM]; Sm TGR block: inconclusive

Results for O=C(NCc1cccc(Cl)c1)C1=CC=CN2CCS(=O)(=O)N=C12 ?
AmpC inh no detg: -16%; HCMV antiviral: 0; AmpC inh detg: inconclusive; AMA1 RON2 block: 15%; Sm TGR block: 6%

What do the screens show for `Cc1ccc(C(=O)c2no[n+]([O-])c2C(=O)c2ccc(C)cc2)cc1`?
AmpC inh no detg: -52%; HCMV antiviral: -99*; AmpC inh detg: inconclusive; FBPA Giardia inh: 16µM*; AMA1 RON2 block: 2%; Sm TGR block: 0%

How did COc1cccc(-n2c(CN3CCN(c4ccccn4)CC3)nc3ccc([N+](=O)[O-])cc3c2=O)c1 do in these assays?
AmpC inh no detg: 14%; HCMV antiviral: 21; AmpC inh detg: 0%; FBPA Giardia inh: -4%; AMA1 RON2 block: 5%; Sm TGR block: -33%

How did COc1ccc(/C=N/NC(=O)CNC(=O)c2ccc3c(c2)OCCO3)c(C(=O)O)c1OC do in these assays?
AmpC inh no detg: -15%; HCMV antiviral: -29; AmpC inh detg: -8%; FBPA Giardia inh: -5%; AMA1 RON2 block: -10%; Sm TGR block: -13%

What do the screens show for `COc1ccc(N(C)C(=O)c2oc(=O)c3ccccc3c2-c2ccc(C)cc2)c(OC)c1`?
AmpC inh no detg: 36%; HCMV antiviral: -11&-18; AmpC inh detg: -2%&-4%; FBPA Giardia inh: 5%; AMA1 RON2 block: -11%; Sm TGR block: 17%&3%

What do the screens show for `COc1ccc(NC(=O)CSCC(=O)Nc2ccccc2N2CCCCC2)cc1`?
AmpC inh no detg: 2%; HCMV antiviral: -29; AmpC inh detg: -1%; AMA1 RON2 block: -18%; Sm TGR block: 20%

How did C#CCOCCOCCOCCNc1nc(N2CCN(C(=O)[C@H](CO)n3cc([C@@H](N)C(C)C)nn3)CC2)nc(N2CCN(C(=O)[C@H](CCC(=O)O)n3cc([C@@H](N)CCCCN)nn3)CC2)n1 do in these assays?
AmpC inh no detg: 40%; HCMV antiviral: -22; AMA1 RON2 block: -4%

How did Cc1ccc(C)c(N2CCN(C(=O)c3cc4c(=O)n(Cc5cccnc5)ccc4nc3C)CC2)c1 do in these assays?
HCMV antiviral: -7; AmpC inh detg: 22%; Sm TGR block: -2%

Results for CC(/C=C/c1ccccc1F)=N\NC(=O)c1ccccc1 ?
AmpC inh no detg: -27%; HCMV antiviral: 6; AmpC inh detg: 3%; FBPA Giardia inh: -28%; AMA1 RON2 block: 83%[activator]; Sm TGR block: 0%

How did COc1cccc(NC(=O)NC2CCN(Cc3nnnn3Cc3ccc(F)cc3)CC2)c1 do in these assays?
AmpC inh no detg: 8%; HCMV antiviral: 4; AmpC inh detg: -4%; FBPA Giardia inh: 9%; AMA1 RON2 block: -6%; Sm TGR block: inconclusive

Sorted by formula weight (lowest first): 3 of the compounds above
What do the screens show for `Cc1ccc(C(=O)c2no[n+]([O-])c2C(=O)c2ccc(C)cc2)cc1`?
AmpC inh no detg: -52%; HCMV antiviral: -99*; AmpC inh detg: inconclusive; FBPA Giardia inh: 16µM*; AMA1 RON2 block: 2%; Sm TGR block: 0%

What do the screens show for `COc1ccc(N(C)C(=O)c2oc(=O)c3ccccc3c2-c2ccc(C)cc2)c(OC)c1`?
AmpC inh no detg: 36%; HCMV antiviral: -11&-18; AmpC inh detg: -2%&-4%; FBPA Giardia inh: 5%; AMA1 RON2 block: -11%; Sm TGR block: 17%&3%

How did C#CCOCCOCCOCCNc1nc(N2CCN(C(=O)[C@H](CO)n3cc([C@@H](N)C(C)C)nn3)CC2)nc(N2CCN(C(=O)[C@H](CCC(=O)O)n3cc([C@@H](N)CCCCN)nn3)CC2)n1 do in these assays?
AmpC inh no detg: 40%; HCMV antiviral: -22; AMA1 RON2 block: -4%

(continued)
What do the screens show for `O=C(NCc1cccnc1)C(=O)C1C(=O)Nc2ccccc21` (stereo not drawn)?
AmpC inh no detg: -16%; HCMV antiviral: 12; AmpC inh detg: 4%; FBPA Giardia inh: -9%; AMA1 RON2 block: -2%; Sm TGR block: 6%

How did CCCCCc1cc(=O)oc2c(C(CCN3CCCC(C)C3)c3cc(OC)c(OC)c(OC)c3)c(OC)cc(OC)c12 (stereo not drawn) do in these assays?
AmpC inh no detg: 164%[activator]; AmpC inh detg: 5%; FBPA Giardia inh: 3%; AMA1 RON2 block: -24%; Sm TGR block: inconclusive

How did COc1ccc(N2C(=O)C3CCCN3C2c2ccccc2)cc1Cl (stereo not drawn) do in these assays?
AmpC inh no detg: 17%; HCMV antiviral: 12; AmpC inh detg: 2%; FBPA Giardia inh: 2%; AMA1 RON2 block: 6%; Sm TGR block: 5%

How did CC(=O)Nc1ccccc1-c1nc2ccccc2n(C(C)C(=O)Nc2cccc(C)c2C)c1=O (stereo not drawn) do in these assays?
HCMV antiviral: 9; AmpC inh detg: -6%; Sm TGR block: -8%

Results for COC(=O)[C@]1(C)N[C@H](CN(C)S(=O)(=O)c2ccc(C)cc2)[C@@H]2C(=O)N(C)C(=O)[C@@H]21 ?
AmpC inh no detg: -15%; HCMV antiviral: -6; AMA1 RON2 block: -3%

How did Cc1cc(=O)[nH]c(Nc2cccc(C(F)(F)F)c2)n1 do in these assays?
AmpC inh no detg: -20%; HCMV antiviral: inconclusive; AmpC inh detg: -10%; FBPA Giardia inh: -7%; AMA1 RON2 block: -2%; Sm TGR block: -11%

Results for COc1ccc(C(=O)NC2CCN(CC(=O)Nc3cccc(C)c3)CC2)cc1OC ?
AmpC inh no detg: -5%; HCMV antiviral: -3; AmpC inh detg: inconclusive; FBPA Giardia inh: -1%; AMA1 RON2 block: 5%; Sm TGR block: 0%

How did O=c1c2cccnc2nc2n1CCCCC2 do in these assays?
AmpC inh no detg: -20%; HCMV antiviral: 12; AmpC inh detg: -3%; FBPA Giardia inh: 1%; AMA1 RON2 block: 20%; Sm TGR block: 9%

What do the screens show for `Cc1noc(C)c1COC(=O)c1ccc(S(=O)(=O)NCc2ccco2)cc1`?
AmpC inh no detg: -34%; HCMV antiviral: 6; AmpC inh detg: -20%; FBPA Giardia inh: 6%; AMA1 RON2 block: -13%; Sm TGR block: 40µM*

How did O=C(CSCc1ccccc1Cl)Nc1c[nH]c(=O)[nH]c1=O do in these assays?
AmpC inh no detg: 0%; HCMV antiviral: inconclusive; AmpC inh detg: 2%; FBPA Giardia inh: 1%; AMA1 RON2 block: 0%; Sm TGR block: 8%

How did Cc1nc2c3cc(F)ccc3n(Cc3ccc(F)cc3)c2s1 do in these assays?
AmpC inh no detg: -26%; HCMV antiviral: 12; AmpC inh detg: inconclusive; FBPA Giardia inh: -8%; AMA1 RON2 block: -4%; Sm TGR block: -1%

How did CCOC(=O)CCc1c(C)nc(SCc2ccc(C(=O)O)cc2)c(C#N)c1C do in these assays?
AmpC inh no detg: -8%; HCMV antiviral: 12; AmpC inh detg: inconclusive; FBPA Giardia inh: 20%; AMA1 RON2 block: 2%; Sm TGR block: 6%

Results for CCN(CC(=O)Nc1c(F)cccc1F)C(=O)Cc1ccsc1 ?
AmpC inh no detg: -14%; HCMV antiviral: 0; AmpC inh detg: 4%; AMA1 RON2 block: 16%; Sm TGR block: -10%

How did CCOC(=O)CNC(=O)N(CCOC)CC1CCCN(C2Cc3ccccc3C2)C1 (stereo not drawn) do in these assays?
AmpC inh no detg: -12%; HCMV antiviral: -8; AmpC inh detg: -2%; FBPA Giardia inh: 1%; AMA1 RON2 block: -5%; Sm TGR block: -2%

What do the screens show for `O=C1NC(=O)N(c2ccccc2)C(=O)/C1=C/c1coc2ccc(O)cc2c1=O`?
AmpC inh no detg: -25%; HCMV antiviral: -10; AmpC inh detg: -13%; FBPA Giardia inh: -1%; AMA1 RON2 block: -26%; Sm TGR block: 0%

What do the screens show for `Clc1ccc2c(N3CCCC3)ccnc2c1`?
AmpC inh no detg: -3%; HCMV antiviral: inconclusive; AmpC inh detg: 3%; FBPA Giardia inh: 2%; AMA1 RON2 block: -12%; Sm TGR block: -16%

Results for Cc1cc(C(=O)c2cccs2)c(N)s1 ?
AmpC inh no detg: -37%; HCMV antiviral: 21; AmpC inh detg: -17%; FBPA Giardia inh: -9%; AMA1 RON2 block: -6%; Sm TGR block: 0%

How did CCc1ccc(N(C)S(=O)(=O)c2ccc3[nH]cc(C(=O)NCCN4CCOCC4)c(=O)c3c2)cc1 do in these assays?
AmpC inh no detg: 62%[activator]; HCMV antiviral: inconclusive; AmpC inh detg: 0%; FBPA Giardia inh: 6%; AMA1 RON2 block: 12%; Sm TGR block: -2%

How did O=C(NNC(=O)C1CCN(S(=O)(=O)c2ccc(Cl)cc2)CC1)c1ccccc1O do in these assays?
AmpC inh no detg: -30%; HCMV antiviral: -32; AmpC inh detg: -6%; AMA1 RON2 block: 90%[activator]; Sm TGR block: 3%

Results for Cc1ccc(-c2nnc(SCC(=O)Nc3ccccc3F)o2)cc1 ?
AmpC inh no detg: -12%; HCMV antiviral: -95*; AmpC inh detg: inconclusive; FBPA Giardia inh: 3%; AMA1 RON2 block: 12%; Sm TGR block: -24%

What do the screens show for `COCc1cc(CNC(=O)C2CCC(=O)N(Cc3ccccc3OC)C2)[nH]n1` (stereo not drawn)?
AmpC inh no detg: -1%; HCMV antiviral: 17; AmpC inh detg: -7%; AMA1 RON2 block: 2%; Sm TGR block: inconclusive

No enrichment for hits. About 7.8% of those tested had a hit in this group.
